Source: PubChem (National Center for Advancing Translational Sciences (NCATS))
Tb PFK inh: T. brucei PFK enzyme inhibition; Potency, µM (highest dose often 57.5 µM), inactives show at the top dose activity, negative = inhibition, most hits filed as inhibitors; O15648; 330,000 tested, 0.17% active; AID 485367; T. brucei PFK, ADP-Glo luminescence;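 note: potency is the fitted concentration of half-maximal effect; 0% = uninhibited 1x PFK enzyme wells and -100% = no-enzyme wells; nearly all actives have a fitted effect of over 60% in size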
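1.25 nM PFK with 0.5 mM F6P and 0.1 mM ATP in 0.1 M TEA pH 8.0, 5 mM MgCl2, incubated 45 min at room temperature; ADP measured by ADP-Glo luminescence; compounds titrated up to 57 uM.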
TCR activator: activates T cell receptor signaling; 330,000 tested, under 10 active; primary human leukocytes, anti-CD3, IL-2 HTRF, 48 h; Potency, µM (doses to about 9.22 µM), for the others: at the top dose activation of IL-2 secretion, usual class: activators; note: % of control where 0% means no effect
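Primary human leukocytes receive a-CD3 beads and test compound and are incubated 48 hr. Secreted IL-2 is then assayed by HTRF, measuring 665nm acceptor emission after 320nm excitation of the europium donor.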
GALK inh: galactokinase (human) inhibition; P51570; Purified GALK, Kinase-Glo residual ATP luminescence; Potency, µM (doses to about 57.5 µM), inactives show at the highest dose activity change, negative = inhibition, actives largely listed as inhibitors; 270,000 tested, 0.007% active; note: potency is the fitted concentration of half-maximal effect; % is set by controls: 0 for no effect and ±100 for the full control effect
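ATP-depletion format; final 35 uM ATP, 100 uM D-galactose, 5 nM enzyme; pH 8.0 HEPES/Mg2+ buffer; 60 min RT; luminescence read 10 min after detection reagent.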
AT treatment: potential ataxia-telangiectasia treatments restoring KAP-1 phosphorylation | […] A-T fibroblasts, KAP-1 phosphorylation AlphaLISA; neocarzinostatin DNA damage 30 min before lysis | Potency, µM (top dose mostly 57.5 µM), for inactives: at the highest dose activation, usual class: activators | 320,000 tested, 0.19% active; note: potency is the fitted concentration of half-maximal effect; % of control where 0% means no effect; nearly all actives have a fitted effect of over 45% in size
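hTERT-immortalized A-T patient fibroblasts ([…]), 500 cells/well in OPTI-MEM, 1% FBS, got compounds for 60 min, then NCS for 30 min at 37C. Lysates were then assayed for phospho-KAP-1 by AlphaLISA (anti-pKAP1 donor, anti-KAP1 acceptor beads), 6 hr at 25C.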
Giardia kill: kills Giardia lamblia; Giardia lamblia trophozoite viability; activity change, % at 7.66 µM, hits read low; 340,000 tested, 0.15% active; AID 540267; in the data active = activity change below about -80%; inconclusive = between about -30% and that limit;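 note: parasites exposed to compound for two days anaerobically before the ATP read; % is set by controls: 0 for no effect and ±100 for the full control effect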
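Giardia lamblia trophozoites (100 cells/well) were incubated with compounds for 48 h at 37 deg C under anaerobic conditions. Viability was read as ATP content by one-step luminescence after 15-30 min at room temperature.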
Coupling enz: inhibits coupling enzyme system, counter-screen for aldolase hits; coupling enzyme system counterscreen, AmpLite Red fluorescence; activity change, negative = inhibition, % at 58.2 µM, hits read low; 290,000 tested, 0.67% active; AID 2472; in the data active = activity change below about -30%; note: % is set by controls: 0 for no effect and ±100 for the full control effect
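Counterscreen lacking aldolase: glyceraldehyde-3-phosphate coupling-enzyme reagent preincubated 10 min at RT with compound (at 57.5 uM final), then substrate/coupling system with AmpLite Red added; fluorescence read at 525/598 nm after 20 min RT.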
BCR signal inh: blocks chronic active B-cell receptor signaling | ABC-DLBCL IkBa-CBG/CBR reporter, luminescence ratio, 4 h | Potency, µM (highest dose often 46.1 µM), inactives show at the top dose ratio change, negative = lower green/red ratio, usual class: inhibitors | 340,000 tested, 0.05% active | AID 493014; active = well fitted inhibition curve with a large enough effect in the signal ratio, with a control signal flat, not every such curve was filed as active; inconclusive = small, poorly fitted or top-dose-only effect, or effect the other way, or a change in a side signal; the % refers to the signal ratio;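 note: potency is the fitted concentration of half-maximal effect; plate controls were basal doxycycline-induced cells for no effect and cells given 10 µM MG132 for full effect; MG132 reads +100%, hits lower the ratio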
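TMD8 human ABC-DLBCL cells with doxycycline-inducible IκBα–green luciferase fusion and unfused red luciferase, in 0.5% FBS medium; compounds up to 46 uM, 4 h at 37C. Green/red luminescence ratio, filter-overlap corrected, fitted to concentration-response curves.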
KCNH2 WT inh: blocks the wildtype human KCNH2 potassium channel; Q12809; U2OS, BacMam KCNH2, thallium flux FluxOr; active compounds read low; activity change, % at 1.84 µM; 340,000 tested, 0.37% active;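 active = maximum activity change below -70%; inconclusive = maximum activity change between -70% and -50%; inactive = maximum activity change above -50%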; note: % is set by controls: 0 for no effect and ±100 for the full control effect
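U2OS cells were transduced with wild-type KCNH2 virus (2.03 x 10^8 / mL) for 4 h at room temperature, then cultured overnight at 37 C. Thallium flux was read with FluxOr dye. Rate constants were normalized to DMSO controls.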
TSHR antagonist: antagonists of human thyroid stimulating hormone receptor | 330,000 tested, 0.2% active | TSHR-expressing cells, TSH-stimulated cAMP HTRF, 2 h; active compounds read low | activity change, negative = inhibition, % at 11.5 µM | P16473;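 active = activity change below a set negative limit, meaning inhibition stronger than a set level, cut at about -70% in these data; inconclusive = activity change between two set negative limits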; note: % is set by controls: 0 for no effect and ±100 for the full control effect
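Cell-based HTRF cAMP assay; TSHR cells + compound, TSH EC80 (4nM final), 2 h, 37 deg C. Lysis with anti-cAMP cryptate and cAMP-d2, 30 min RT, read 665/620 nm.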
CXXC DNA block: MLL CXXC-DNA interaction inhibition. Q03164. MLL-CXXC / FITC-HOXA9 DNA fluorescence polarization. Potency, µM (series often up to 115 µM), inactives show at the highest dose activity change, negative = inhibition, usual class: inhibitors. 290,000 tested, 0.037% active; active = well fitted inhibition curve with a large enough effect in the polarisation, with a control signal flat, not every such curve was filed as active; inconclusive = small, poorly fitted or top-dose-only effect, or effect the other way, or a change in a side signal; inactive = no such curve, though single readings can be large or run the other way; the % refers to the polarisation; note: potency is the fitted concentration of half-maximal effect
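Fluorescence polarization: 7 uM MLL-CXXC (stock) preincubated 5 min with compounds, then 50 nM fluorescein-HOX-A9 DNA (stock) added; 30 min ambient. Buffer 50 mM Tris-HCl pH 7.5, 50 mM NaCl, 1 mM DTT, 0.05% BSA.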
The depositor's hits bear a star; ? = inconclusive; nt = not tested or not shown; & = joins results of further samples; [ ] = dose if it differs, or a comment. Unless noted, calls come from the whole dose curve; as a rule, active = well fitted curve in the direction sought with a large enough effect; inconclusive = small, poorly fitted or top-dose-only effect, or another doubt; inactive = no such curve, though single readings can be large; an effect the other way counts as inactive or inconclusive.

SMILES	Tb PFK inh	TCR activator	GALK inh	AT treatment	Giardia kill	Coupling enz	BCR signal inh	KCNH2 WT inh	TSHR antagonist	CXXC DNA block
COC(=O)/C=C1\SC(=NC(=O)c2ccc(OC)cc2)NC1=O	0%	0%	-2%	2%	-14	9	-17%	-13	6	?
N#C/C(=C(/O)c1ccc([N+](=O)[O-])cc1)c1nc2ccccc2[nH]1	3%	4%	nt	-12%	-25	0	?	5	-4	0%
CC12CN3CC(C)(CN(C1)C3c1ccccc1Cl)C2O (stereo not drawn)	1%	3%[46.1 µM]	1%	-4%	18	-2	11%	-2	-1	1%
O=C(Nc1ccccc1C(=O)NCCCN1CCOCC1)c1ccc(Cl)cc1	2%	-7%	-3%	1%	-4	0	2%	0	6	-5%
C/C(=N/Nc1nc(-c2ccccc2)cc(-c2ccc(F)cc2)n1)c1cccc(N)c1	7%	3%[46.1 µM]	-3%	0%	1	-4	?	-21	35	16%
CCC(C)C(N=C1NS(=O)(=O)c2ccccc21)C(=O)N1CCC(C)CC1 (stereo not drawn)	0%	-4%	nt	0%	26	nt	-3%	-7	8	nt
COC(=O)Cc1ccc(OCC(=O)NC2CCCC2)cc1	-7%	-1%	nt	5%	-2	nt	4%	1	-2	nt
COc1ccc(CNC(=O)CN(c2ccccc2)S(=O)(=O)N(C)C)cc1	-1%	-3%	-1%	-3%	9	4	7%	-6	0	-10%
CN(C(=O)CSc1nc2ccccc2c(=O)n1-c1ccc(F)cc1)C1CCS(=O)(=O)C1 (stereo not drawn)	1%	-2%	nt	-2%	?	nt	-2%	2	19	nt
COC(=O)NNC(=O)c1ccc(C)cc1	nt	-7%	4%	nt	3	2	nt	1	nt	-2%
COc1ccc(C(=O)Nc2c(N)nc(SCC(=O)c3ccccc3)[nH]c2=O)cc1	-19%	1%	-8%	-10%	-9	nt	0%	-3	-10	20%
O=C(CCC(=O)N1CCOc2ccccc21)NCCc1ccccc1	-1%	6%	nt	-11%	-5	-4	7%	4	11	nt
CCN(CC)C(=O)CSc1nc2c(sc(=S)n2-c2ccccc2)c(=O)n1-c1ccc(OC)cc1OC	-19%	2%	nt	-1%	13	0	1%	-4	-9	8%
COc1ccc(NC(=O)c2c(N)cnn2C)cc1	0%	0%	5%	-3%	2	-4	-3%	-8	14	-7%
CC1CCCCN1C(=O)CCS(=O)(=O)c1cc2c(cc1Cl)NC(=O)CO2 (stereo not drawn)	1%	4%	nt	-6%	14	5	-8%	-1	-2	nt
CCc1nnc(SCC(=O)Nc2ccccc2)nc1CC	2%	5%	1%	-1%	0	2	0%	6	4	6%
CCOc1ccccc1NC(=O)C(OC(=O)c1ccc(O)cc1)c1ccccc1 (stereo not drawn)	0%	1%[46.1 µM]	0%	5%	4	-13	?	-18	3	-1%
COc1cccc(CNC(=O)CCNC(=O)C2CCN(S(=O)(=O)c3ccccc3)CC2)c1	2%	-2%	2%	-5%	1	nt	-13%	3	9	9%
COC(=O)C(C(=O)OC)c1ncccc1[N+](=O)[O-]	-2%	0%	0%	-1%	-13	3	13%	2	4	3%
CCc1nnc(NC(=O)CSc2ccc(-c3ccc(-n4cccn4)cc3)nn2)s1	-10%	-5%	nt	-6%	-16	nt	-12%	5	0	nt
COc1cccc(NC(=O)Nc2nc(SC(C)(C)C)ns2)c1	2%	-1%	-12%	3%	48[activator]	-1	-5%	-3	?	-2%
CC(=O)Nc1ccc(S(=O)(=O)N2CCN(c3ncccn3)CC2)cc1	-2%	1%	3%	13%	-6	1	-2%	-10	14	4%
CCCCOc1ccc(/C=C/C(=O)N(CC)CC(=O)Nc2ccc3c(c2)OCCO3)cc1OC	0%	2%	nt	6%	2	nt	-15%	-6	7	nt
c1ccc2c(Nc3nc(-c4ccncc4)nc4ccccc34)cccc2c1	-3%	-3%	0%	-1%	-6	-2	-8%	3	4	4%
CN(Cc1ccco1)c1ncnc2ccc(-c3ccccc3Cl)cc12	-5%&3%	-12%	nt	-12%&-12%	0	0	11%&2%	nt	0&-3	nt
SMILES	Tb PFK inh	TCR activator	GALK inh	AT treatment	Giardia kill	Coupling enz	BCR signal inh	KCNH2 WT inh	TSHR antagonist	CXXC DNA block
COC(=O)C1=CNC=C(C(=O)OC)C1c1cccc2ccccc12	1%	9%	1%	7%	-18	2	?	-15	0	-2%
CCCCc1c(O)nc(SCC(=O)NCC2CCCO2)[nH]c1=O (stereo not drawn)	-2%	-3%	0%	8%	-9	2	-1%	1	-6	-4%
O=C(CCc1nc2ccccc2c(=O)[nH]1)OCc1ccc(-c2ccccc2)cc1	-6%	-5%[46.1 µM]	1%	6%	4	1	3%	11	0	11%
N[C@@H](CCC(=O)N[C@@H](CSN=O)C(=O)NCC(=O)O)C(=O)O	?	1%	nt	5%	-13	nt	-6%	-3	2	nt
CCc1cc2c(cc3c(=O)n(CC(=O)N4CCN(C)CC4)ncn32)s1	-2%	-4%	4%	-11%	-4	nt	-3%	25	4	7%
COc1ccccc1-n1c(=S)[nH]c2c(sc(=S)n2-c2ccccc2)c1=O	5%	8%	10%	8%	-6	-9	-1%	-2	6	-3%
COc1ccc(S(=O)(=O)NC(C)(C)C)cc1-c1nnc2c3ccccc3c(C)nn12	1%	11%	1%	-1%	15	0	2%&3%	1	0	2%
COc1ccc(NC(=O)CN(C)C(=O)c2cc(CN3C(=O)c4ccccc4C3=O)ccc2OC)cc1	0%	-6%	nt	1%	6	nt	-3%	9	5	nt
CCOC(=O)c1c(C)[nH]c(C)c1C(=O)COC(=O)c1cccc(S(=O)(=O)NC)c1	0%	0%	0%	nt	14	1	?	-5	-6	16%
CCN(CC)c1ccc(C=Nc2cccnc2Cl)c(O)c1	0%	4%	1%	20%	11	-7	2%	-4	14	?
CCc1ccc(C(=O)COC(=O)CNC(=O)c2ccc(N3C(=O)c4ccccc4C3=O)cc2)cc1	-4%	1%	1%	5%	-12	nt	-12%	-6	6	80%[activator]
CCc1nccn1S(=O)(=O)c1cc(Br)ccc1OC	0%	-5%	-5%	-1%	11	0	-27%	-4	-3	-4%
Cc1[nH]c2ccccc2c1CCNC(=O)CCC(=O)c1ccccc1	1%	2%	2%	0%	-7	2	-3%	18	-5	-3%
CC(C)CC(=O)c1c[nH]c(C(=O)O)c1	-1%	-4%	0%	8%	12	-1	-10%	2	7	-2%
O=C(O)c1ccc(Cl)c(S(=O)(=O)Nc2ccc(OCc3ccccc3)cc2)c1	0%	-3%	-4%	-3%	-10	21	12%	1	-11	5%
COc1cc(OC)c(C2=Nc3ccc(Br)cc3C(c3ccccc3)N2CC(=O)NN)cc1OC (stereo not drawn)	10%	-4%	5%	-5%	-1	0	9%	-1	10	6%
COc1cc(/C=C/C(=O)OCC(=O)Nc2cc(C(F)(F)F)ccc2N2CCOCC2)ccc1O	0%	2%[46.1 µM]	0%	8%	3	1	-7%	3	-3	3%
COc1ccc(/C=N/NC(=S)NCC2CCCO2)cc1 (stereo not drawn)	3%	-2%	0%	-5%	-5	0	?	-4	-6	2%
COc1ccc(N2CCN(C(=O)c3ccc(N(C)S(=O)(=O)c4ccc(C)cc4)cc3)CC2)cc1	-7%	-3%	2%	17%[11.5 µM]	-12	-2	10%	27	-5	2%
COc1ccc(CCNC(=O)c2ccc(Cl)cc2Cl)cc1OC	-1%	2%	5%	-1%	1	1	3%	-10	-1	3%
O=C(NCC1(N2CCCCC2)CCCCC1)c1cccc(S(=O)(=O)Nc2ccc(F)cc2)c1	2%	1%	nt	19%	1	nt	-2%	36	5	nt
CCOC(=O)c1ccc(-n2cncn2)nc1	5%	-9%	1%	3%	-8	1	14%	-6	2	-1%
O=C(O)c1ccccc1-c1cn2cc(Cl)ccc2n1	0%	1%	2%	-4%	-2	-8	?	3	26	-3%
COC(=O)[C@@]12CCCCN1[C@H](c1ccc(-c3cccc(Cl)c3)cc1)[C@H]1C(=O)N(C)C(=O)[C@H]12	-17%	4%	nt	-13%	-17	nt	0%	-3	-12	nt
Cc1ccc(-n2c(O)c(C=NCc3ccccn3)c3ccccc3c2=O)cc1C	-6%	-7%[46.1 µM]	0%	-3%	-26	-3	3%	12	-2	7%
COC(=O)CN(C)C1CC(=O)N(c2ccc(Cl)cc2)C1=O (stereo not drawn)	-1%	-4%	-2%	-2%	1	2	?	-11	-6	-3%
COc1ccc(-c2oc3ccccc3c2C(=O)OCc2ccc(O)cc2)cc1	-1%	1%	nt	25%	-16	-4	-3%	5	-18	10%
CC(C)=CCN1CCN(Cc2cc3ccccc3[nH]2)CC1CCO (stereo not drawn)	-3%	nt	-2%	2%	21	-1	?	5	-7	2%

Rows are unselected; about 1.6% have a hit in one of these screens.
